# S1P3 antag: S1P3 (human) receptor antagonism. Q99500. inhibition, % at 4.98 µM. CHO S1P3 NFAT-BLA reporter, FRET fluorescence, antagonist mode. AID 485. actives 0.27% (n = 170,000);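 active = inhibition above the plate cutoff, the mean inhibition of test wells on that plate plus 3 SD, cut at about 28% in these data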;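 note: cells challenged with S1P at its EC80 of 0.8 µM; blue over green emission ratio from cleaved BLA substrate after 4 h stimulation; 0% = S1P-stimulated wells and 100% = unstimulated DMSO-only wells; some compounds past the cut are filed as inactive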
# Target sequence (Q99500 whole entry, looked up): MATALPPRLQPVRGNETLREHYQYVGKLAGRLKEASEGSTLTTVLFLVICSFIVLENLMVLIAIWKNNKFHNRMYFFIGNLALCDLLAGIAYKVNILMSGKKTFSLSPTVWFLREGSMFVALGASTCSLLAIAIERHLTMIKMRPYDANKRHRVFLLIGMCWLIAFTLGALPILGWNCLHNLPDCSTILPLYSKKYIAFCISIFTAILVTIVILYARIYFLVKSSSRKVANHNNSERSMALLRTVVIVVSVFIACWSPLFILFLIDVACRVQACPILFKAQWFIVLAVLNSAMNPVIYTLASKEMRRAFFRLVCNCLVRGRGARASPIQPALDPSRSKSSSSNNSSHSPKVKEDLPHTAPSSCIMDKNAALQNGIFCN
# PPARg SRC2 recr: agonists of SRC-2 recruitment by human PPARgamma; activation, % at 8 µM; actives 0.34% (n = 200,000); PPARgamma LBD-SRC-2 recruitment, biochemical; in the data active = activation above about 22%;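 note: 0% = vehicle and 100% = reference agonist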
# Redox H2O2 prof: compounds producing H2O2 with reducing agent – biochemical, NIH compound library profiling, artefact control for MLSCN library redox annotation, primary screen. DTT-dependent redox cycling H2O2, phenol red/HRP absorbance; 100% = 100 µM peroxide control, 0% = buffer. activation, % at 10 µM. actives 0.03% (n = 200,000). AID 878;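 active = activation of at least 50% relative to the plate's high and low controls in the primary single-dose screen; inactive = activation below 50%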;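 note: compound incubated with DTT at 0.8 mM final as the reducing agent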
# bIAP activator: intestinal alkaline phosphatase (bovine) activation; purified bovine IAP, CDP-star luminescence, 30 min; active compounds read high; fold of DMSO-control signal, blank-subtracted; activation factor at 20 µM; actives 0.17% (n = 200,000);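 active = activation factor of 2 or more at 20 µM, a signal rise over negative controls twice the positive control's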
# TLR4 MyD88 comp: blocks binding of human TLR4 to MyD88; O00206+Q99836; HeLa CL3-4 TLR4/MyD88 BLA complementation, FRET ratio; inhibition, % at 8.4 µM; actives 0.18% (n = 200,000); AID 861; in the data active = inhibition above about 25%;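 note: 0% = vehicle and 100% = reference inhibitor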
# ROMK mod: modulators of human ROMK potassium channel; P48048; Tet-inducible ROMK, thallium flux fluorescence; actives lie on both sides; B-score at 10 µM; actives 2% (n = 130,000); AID 1918;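 active = signal ratio slope over the read window, or its plate-corrected B-score, at least 3 SD from the plate mean, either direction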;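 note: B-score of the F/F0 ratio slope over 7 to 12 s after thallium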
# Target sequence (P48048 whole entry, looked up): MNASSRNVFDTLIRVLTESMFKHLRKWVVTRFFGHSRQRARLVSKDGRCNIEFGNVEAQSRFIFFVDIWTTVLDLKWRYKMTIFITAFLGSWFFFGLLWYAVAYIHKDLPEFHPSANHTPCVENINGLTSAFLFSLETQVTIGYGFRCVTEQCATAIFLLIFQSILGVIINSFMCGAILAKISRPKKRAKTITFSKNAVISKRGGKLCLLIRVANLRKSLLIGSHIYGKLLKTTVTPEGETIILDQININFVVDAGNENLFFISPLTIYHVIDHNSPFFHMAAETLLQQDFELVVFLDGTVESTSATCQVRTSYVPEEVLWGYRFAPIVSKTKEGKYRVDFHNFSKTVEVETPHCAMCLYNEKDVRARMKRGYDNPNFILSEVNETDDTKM
# bIAP inh: blocks bovine intestinal alkaline phosphatase activity; purified bovine IAP, CDP-star luminescence, 30 min; inhibition, % at 20 µM; 190,000 tested, under 10 active; AID 1019;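 active = over 50% inhibition of intestinal alkaline phosphatase at 20 µM in the single-dose screen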
#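 System: Purified bovine intestinal alkaline phosphatase (IAP) enzyme | Input: IAP diluted 1/65,000,000 in the well | Also added: CDP-star chemiluminescent phosphatase substrate, 30 µM final | Dosing: 20 µM single dose | Times: Enzyme reaction for 30 min at room temperature | Detection: Luminescence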
# SRC2 TRFRET art: counter-screen for PPARgamma SRC-2 recruitment agonists: TR-FRET artefact. active compounds read high. TR-FRET ratio at 8 µM. actives 0.4% (n = 200,000); in the data active = TR-FRET ratio above about 2000; note: inactives centre near 1500; reference of the scale not given here
# L major viab: Leishmania major promastigote growth inhibition. Leishmania major promastigotes, resazurin fluorescence viability. inhibition, % at 10 µM. actives 9% (n = 200,000). AID 1063; in the data active = inhibition above about 50%;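 note: promastigotes grown with compound for 44 hours at 28 °C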
# PPARg SRC-3 ag: PPARgamma-driven SRC-3 recruitment agonism; P37231; biochemical PPARgamma/SRC-3 coactivator recruitment assay; activation, % at 8 µM; actives 0.26% (n = 200,000); AID 731; in the data active = activation above about 23%;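 note: 0% = DMSO and 100% = reference agonist; some compounds past the cut are filed as inactive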
# PPARg SRC-1 ag: agonists of human PPARgamma SRC-1 coactivator recruitment; PPARgamma-SRC-1 coactivator recruitment biochemical assay; AID 631; actives 0.41% (n = 200,000); activation, % at 8 µM; in the data active = activation above about 19%;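 note: 0% = DMSO and 100% = reference agonist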
# Active calls of the source: *; / = not tested or not shown.
SMILES,S1P3 antag,PPARg SRC2 recr,Redox H2O2 prof,bIAP activator,TLR4 MyD88 comp,ROMK mod,bIAP inh,SRC2 TRFRET art,L major viab,PPARg SRC-3 ag,PPARg SRC-1 ag
COc1ccc(-c2nnc(SCC(=O)Nc3sc4c(c3C#N)CCC4)n2CC2CCCO2)cc1 (stereo not given),-21,9,0.3,1,-3,/,-1,1706,0,-4,5
O=[N+]([O-])c1ccc(CN2CCOCCOCCN(Cc3ccc([N+](=O)[O-])cc3)CCOCC2)cc1,10,0,0.0,0.9,9,-9.9*,5,1624,80*,7,9
COc1cc(C2C(C#N)=C(N)Oc3cc(C)n(CC4CCCO4)c(=O)c32)cc2c1OCO2 (stereo not given),-26,5,-0.3,1,11,-1.6,3,1423,4,2,8
CC1CC(C)CN(C(=O)C(C)N(C)CC(=O)Nc2ccc(Cl)cc2)C1 (stereo not given),5,7,0.2,1.1,16,-1.2,-10,1528,5,-2,-2
Fc1ccccc1OCCSc1nnnn1-c1ccccc1,12,-11,0.8,0.5,14,-1.6,50,1321,3,8,-6
O=C(CCc1nc2ccccc2c(=O)[nH]1)OCc1cccc(C(F)(F)F)c1,-1,-4,-0.5,1,3,/,0,1584,63*,4,12
O=C(CCC1N=C2c3ccccc3N=C(SCc3ccccc3Cl)N2C1=O)NCc1ccco1 (stereo not given),-6,12,1.4,1,-6,/,-4,1629,15,12,5
Cc1nc2sc(C(=O)OC(C)C)c(N)c2c(C)c1C,10,11,-0.1,1,-6,0.1,-3,1736,-1,2,5
Cc1cc(C(=O)N2CCCCCC2)cs1,4,9,0.1,0.9,-2,/,11,1472,-2,4,3
Cc1ccc(S(=O)(=O)N2CCOC2CNC(=O)C(=O)NCc2ccco2)cc1 (stereo not given),0,4,0.3,0.9,9,0.59,10,1408,-2,1,-1
O=C(c1cccs1)N1CCN(C/C=C/c2ccccc2)CC1,-29,0,1.8,1,15,/,3,1524,-10,-5,1
Cc1ccc(C2=N/C(=C\N(C)C)C(=O)O2)cc1,/,13,-0.1,0.9,-5,0.38,9,1483,-4,2,1
CCOC(=O)N1CCN(C(=O)c2cc3c(=O)[nH]c4ccccc4c3s2)CC1,-13,0,-0.9,1,-9,0.6,3,1783,-7,3,6
CC(C)N(Cc1ccccc1)C(=S)NCc1ccccc1,9,-5,-0.9,1,7,-0.15,2,1663,15,0,-4
CN1CCN(/C=N/c2c(C#N)cnn2C)CC1,1,0,-0.1,0.9,-5,0,5,1671,-3,4,0
Cc1cccc(N2CCN(C(c3ccncc3)c3nnnn3C(C)(C)C)CC2)c1C (stereo not given),0,8,-2.4,1,4,-0.7,-2,1807,87*,4,11
CCOC(=O)N1CCC(N2C(=O)c3ccccc3C2Nc2ccccc2)CC1 (stereo not given),/,-4,-1.2,1.1,6,/,-8,1542,1,-4,-1
CCC(=O)Nc1nonc1-c1nc2ccccc2n1Cc1ccccc1,33,0,0.8,1,4,/,1,1551,4,-6,0
O=C(CSc1ncccn1)N/N=C/c1ccccc1[N+](=O)[O-],-11,2,0.2,0.9,4,0.46,6,1751,-4,8,-1
COc1ccccc1-c1cn(S(=O)(=O)c2ccc(C)cc2)nc1N,6,9,1.2,0.9,15,/,12,1418,-3,-4,-6
Cc1ccc(S(=O)(=O)/N=C2\C(=O)c3ccccc3C([O-])=C2n2cc[n+](CCC(C)C)c2)cc1,/,0,-5.4,0.9,-7,/,11,1619,88*,4,2
COc1ccc(CCNC(=O)C2CC(c3ccccc3[N+](=O)[O-])=NO2)cc1 (stereo not given),/,10,-4.8,0.9,-6,/,6,1644,-1,-4,0
CCc1ccccc1S(=O)(=O)Cc1ccc(C(=O)NCc2ccc3c(c2)OCO3)o1,-6,-3,0.0,1,10,/,0,1817,8,-2,-4
Cc1cc(C)c(S(=O)(=O)Nc2cccc(/C=C/C(=O)O)c2)c(C)c1,14,-5,-0.1,1.4,0,/,-44,1447,30,-3,4
O=C(O)CC(CNS(=O)(=O)c1cccc2nsnc12)c1ccccc1 (stereo not given),-17,-5,2.0,1,0,0.05,2,1503,-6,2,-7
O=C(Nc1ccccc1NC(=O)NC1CCCCC1)NC1CCCCC1,48,4,3.0,0.8,-9,/,15,1381,23,4,-3
CCOC(=O)c1c(CN2CCCCC2)n(C)c2cc(Br)c(O)c(CN(C)C)c12,-7,8,-1.1,1,11,/,4,1581,-1,7,10
COc1ccc(C(C)(C)C)cc1NC(=O)Nc1ccc2c(c1)OCO2,59*,-7,2.0,1,-4,-0.15,4,1294,100*,-11,-2
Cc1ccc(-c2c3c([nH]c(=S)c2C#N)CCCC3)o1,-59,13,0.0,1,9,/,0,1668,-2,15,11
COc1ccc(NC(=S)NC2CCS(=O)(=O)C2)cc1 (stereo not given),-1,7,-0.4,0.9,-8,1.1,5,1531,6,8,10
O=C1CCCC(=O)N1c1ccc(NCCOCCO)c([N+](=O)[O-])c1,-11,5,-1.4,0.7,-2,-0.084,26,1716,3,-4,12
CN(C)c1ccc(/C=N/NC(=O)CCC(=O)NCc2ccccc2)cc1,-1,6,0.2,0.9,-3,0.077,8,1724,0,1,10
CC(=O)c1cccc(NS(=O)(=O)c2cc(OCC(N)=O)c(C)cc2Cl)c1,/,3,-3.5,1,12,/,4,1435,-5,-5,3
O=C(CN(Cc1ccc(F)cc1)C(=O)Cn1nnc2ccccc21)NCC1CCCO1 (stereo not given),-4,3,4.0,0.7,-21,/,29,1689,7,-2,3
COc1ccc(S(=O)(=O)N2CCCC(C(=O)NC3CCCCC3)C2)cc1 (stereo not given),6,1,0.1,1,11,0.1,-3,1442,0,5,6
CCn1c(SCC(=O)c2ccc3c(c2)OCCO3)nnc1-c1ccco1,1,-10,-0.6,1,9,/,3,1347,-5,1,-7
CC(C)=NNc1nc2sc3c(c2c(=O)[nH]1)CC(C)(C)OC3,25,6,-0.5,0.7,1,0.19,34,1489,-10,-1,0
Cc1nn(-c2ccccc2)c(Cl)c1C(=O)OC(C)C(=O)NC(=O)NC1CCCCC1 (stereo not given),/,-2,2.3,1,0,/,-3,1569,2,-4,-2
COC(Cc1n[nH]c(=S)n1-c1ccccc1)OC,/,10,2.5,0.9,-4,/,7,1611,-4,-7,-1
N/C(Cc1ccc([N+](=O)[O-])cc1)=N\OC(=O)C1CCCCC1,5,-4,-0.3,1,5,-1.1,0,1692,-5,0,-6

# Exported as labelled records: entries from further up.
> O=C(Nc1ccccc1NC(=O)NC1CCCCC1)NC1CCCCC1
  S1P3 antag = 48
  PPARg SRC2 recr = 4
  Redox H2O2 prof = 3.0
  bIAP activator = 0.8
  TLR4 MyD88 comp = -9
  ROMK mod = /
  bIAP inh = 15
  SRC2 TRFRET art = 1381
  L major viab = 23
  PPARg SRC-3 ag = 4
  PPARg SRC-1 ag = -3
> CCOC(=O)N1CCN(C(=O)c2cc3c(=O)[nH]c4ccccc4c3s2)CC1
  S1P3 antag = -13
  PPARg SRC2 recr = 0
  Redox H2O2 prof = -0.9
  bIAP activator = 1
  TLR4 MyD88 comp = -9
  ROMK mod = 0.6
  bIAP inh = 3
  SRC2 TRFRET art = 1783
  L major viab = -7
  PPARg SRC-3 ag = 3
  PPARg SRC-1 ag = 6

# Next results:
SMILES,S1P3 antag,PPARg SRC2 recr,Redox H2O2 prof,bIAP activator,TLR4 MyD88 comp,ROMK mod,bIAP inh,SRC2 TRFRET art,L major viab,PPARg SRC-3 ag,PPARg SRC-1 ag
CC1=CC(C)(C)N(C(=O)CSc2nccn2C)c2cc(C)ccc21,5,-1,2.3,0.9,-5,-0.18,15,1473,10,3,-4
O=C(Cn1c(=O)n(-c2ccc(F)cc2)c(=O)c2sccc21)N1CCCC1,8,11,0.7,0.9,-13,/,10,1588,-6,5,-3
CCn1c(-c2ccccc2Cl)nn(CC(=O)Nc2ccc(OC)cc2)c1=S,/,9,-4.1,1,0,/,0,1585,3,20,8
CC(NC(=O)CSc1nnc(-c2cc3cc(Cl)ccc3o2)n1C)c1ccccc1 (stereo not given),/,4,3.0,0.9,4,/,8,1692,32,1,0
Oc1ccccc1CNCc1ccccc1,-13,9,-0.2,1.1,12,-0.75,-5,1581,3,5,7
Cc1cc2cc(CN(Cc3nnnn3C3CCCCC3)CC3CCCO3)c(=O)[nH]c2cc1C (stereo not given),-44,-1,0.8,1.1,-2,-5.7*,-6,1414,82*,-1,-6
Cc1cc(C)c2c(=O)[nH]c(SCC(=O)N3CCOCC3)nc2n1,-7,1,-0.7,0.8,1,0.43,17,1326,-5,0,-5
Cc1cc(C)nc(N/N=C/c2ccc(N3CCOCC3)cc2)n1,5,-1,-1.3,1,-14,1.3,-4,1729,-5,8,6
CC(C)=CCC/C(C)=C/CC(C)(C)CNCCN1CCNCC1,/,-2,0.6,1,-4,/,0,1552,100*,5,-1
c1ccc(-c2oc3ncnc(NCCCn4ccnc4)c3c2-c2ccccc2)cc1,15,15,-3.8,1.2,-8,-2.7,-23,1679,100*,16,8
O=C(C1CCN(S(=O)(=O)N2CCCCC2)CC1)N1CCCCC1,-1,5,0.8,0.9,11,0.86,9,1571,-3,-2,3
CCN(CC)P(=O)(/C(Cl)=C\Nc1c(C)n(C)n(-c2ccccc2)c1=O)N(CC)CC,-12,6,1.0,0.8,2,/,22,1527,-4,4,7
C/C(CC(=O)c1ccccc1)=N\NC(=O)CC#N,-7,1,0.1,1.1,21,-0.6,-12,1496,-9,-1,1
O=S(=O)(Nc1nccs1)c1ccc(Br)cc1,-8,-2,0.0,1.1,0,-0.18,-8,1521,-5,6,7
O=C(NN1CCOCC1)c1ccc(S(=O)(=O)N2CCCCC2)cc1,-7,4,-2.3,1.1,-7,-0.57,-13,1545,-1,-4,6
COCCCNC(=O)CCCC(=O)NCCCOC,2,4,1.7,0.9,-4,/,11,1397,5,-9,1
COc1ccc(COc2cc(-c3cccc(OC)c3)nc3ccc(N)cc23)cc1,-8,16,-0.5,1.1,-5,3.2,-6,1468,76*,-1,8
Cc1ccc([N+](=O)[O-])cc1NC(=S)NC(=O)c1ccco1,10,7,0.5,1.1,0,/,-6,1646,-8,2,0
O=[N+]([O-])c1ccc(S(=O)(=O)NCCN2CCOCC2)cc1,-32,16,-0.2,1,-2,0.6,0,1690,-4,6,4
COc1ccc([N+](=O)[O-])cc1NC(=O)c1cccs1,-1,1,-1.9,1,-6,0.2,4,1552,17,1,4
CCOC(=O)CNS(=O)(=O)c1cc(-c2nnc(Nc3ccc4c(c3)OCO4)c3ccccc23)ccc1C,-4,1,0.4,0.8,-7,/,20,1684,55*,5,4
CCC(=O)Nc1ccc2c(c1)OCCO2,/,0,2.4,1,11,/,0,1433,-2,2,6
O=C(O)C1C2C=CC(C2)C1C(=O)NCCCN1CCOCC1 (stereo not given),17,-2,2.2,1,13,/,-3,1431,5,3,0
O=C(O)C(Cc1ccccc1)N1C(=O)c2ccccc2C1=O (stereo not given),/,-5,0.1,1,11,0,-2,1323,6,0,0
CCOc1cc(/C=N/NC(=O)c2cc(-c3cccnc3)nc3ccccc23)ccc1O,10,-2,0.4,1.1,-4,-0.28,-10,1431,0,8,5

# Bioassay records deposited in PubChem BioAssay by several laboratories.
